Screening data: PubChem, several laboratories
CCHF vOTU inh – blocks the CCHF virus ovarian tumor domain protease; actives 0.55% (n = 370,000); inhibition, % at 11.5 µM; CCHFV vOTU protease, Pep-AMC fluorescence; note: 0% = vehicle wells with enzyme and 100% = no enzyme wells
BoNT F protease – blocks Botulinum neurotoxin F light chain protease | AID 588497 | actives 0.22% (n = 360,000) | inhibition, % at 10 µM | Multiplex microsphere protease cleavage assay, flow cytometry; in the data active = inhibition above about 35%, passing the limit was not always enough; inconclusive = no clear call, values can overlap the other calls; note: plate controls were buffer without enzyme for full effect and enzyme alone for no effect
UGM FP inh – Mtb UDP-galactopyranose mutase inhibition; P9WIQ1; purified UGM, fluorescence polarization probe displacement; inhibition, % at 10 µM; actives 0.06% (n = 320,000); in the data active = inhibition above about 10%, passing the limit was not always enough; inconclusive = no clear call, values can overlap the other calls
Target sequence (P9WIQ1 whole entry, looked up): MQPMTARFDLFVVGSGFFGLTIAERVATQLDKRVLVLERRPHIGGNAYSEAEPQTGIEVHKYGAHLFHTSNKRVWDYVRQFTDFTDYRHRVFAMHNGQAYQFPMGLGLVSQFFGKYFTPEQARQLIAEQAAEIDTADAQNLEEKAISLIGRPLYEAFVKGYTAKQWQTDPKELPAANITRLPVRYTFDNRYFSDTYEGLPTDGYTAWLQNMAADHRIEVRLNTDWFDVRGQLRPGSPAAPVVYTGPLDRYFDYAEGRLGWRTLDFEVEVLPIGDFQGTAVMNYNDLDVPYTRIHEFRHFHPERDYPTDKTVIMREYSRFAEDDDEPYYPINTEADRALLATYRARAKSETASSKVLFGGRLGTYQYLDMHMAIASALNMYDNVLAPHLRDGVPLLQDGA
FadD28 binding – inhibitors of Mycobacterium tuberculosis FadD28 bisubstrate binding. FadD28 bisubstrate probe binding, fluorescence polarization. inhibition, % at 12.5 µM. actives 0.22% (n = 360,000); in the data active = inhibition above about 8.5%, passing the limit was not always enough; inconclusive = no clear call, values can overlap the other calls
Mtb FBA inh – inhibits M. tuberculosis FBA enzyme | purified M. tuberculosis FBA, fluorescence read-out | inhibition, % at 1 µM | actives 2.3% (n = 360,000); in the data active = inhibition above about 27%;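 note: 0% = vehicle and 100% = reference inhibitor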
Target sequence (P9WQA3 whole entry, looked up): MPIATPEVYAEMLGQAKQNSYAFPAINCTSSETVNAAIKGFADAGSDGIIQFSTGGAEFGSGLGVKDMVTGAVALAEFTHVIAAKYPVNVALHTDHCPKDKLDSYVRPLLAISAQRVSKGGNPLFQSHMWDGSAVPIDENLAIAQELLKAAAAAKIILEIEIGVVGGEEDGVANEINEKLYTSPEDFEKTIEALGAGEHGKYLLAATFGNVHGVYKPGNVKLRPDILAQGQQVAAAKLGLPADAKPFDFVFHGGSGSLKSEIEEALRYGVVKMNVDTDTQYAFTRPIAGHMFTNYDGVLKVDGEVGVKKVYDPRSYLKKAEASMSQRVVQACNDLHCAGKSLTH
PrPC TRFRET – inhibitors of human cell surface prion protein PrPC; P04156; TR-FRET read-out; inhibition, % at 13.8 µM; actives 0.43% (n = 370,000); in the data active = inhibition above about 24%; note: 0% = median of the test wells and 100% = reference compound wells
GDH-TPI counter – GDH-TPI coupled enzyme inhibition counter-screen; GDH-TPI coupled enzyme counterscreen, NADH absorbance; inhibition, % at 4.8 µM; actives 1.2% (n = 360,000); AID 588335;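 note: 0% = DMSO wells and 100% = wells lacking the enzyme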
Mtb BioA inh – BioA (M. tuberculosis) enzyme inhibition. purified M. tuberculosis BioA enzyme, plate reader. inhibition, % at 9.99 µM. actives 0.096% (n = 360,000). AID 602481; in the data active = inhibition above about 40%; inconclusive = no clear call, values can overlap the other calls
BoNT A protease – blocks Botulinum neurotoxin A light chain protease; actives 0.17% (n = 360,000); AID 588499; multiplex microsphere protease substrate cleavage, flow cytometry; inhibition, % at 10 µM; in the data active = inhibition above about 30%; inconclusive = no clear call, values can overlap the other calls; note: plate controls were buffer without enzyme for full effect and enzyme alone for no effect
Active calls of the source: *; ? = inconclusive; · = no result given. Cut-off read from the data, not from the text of the source, unless noted: active = inhibition above about 30%; inactive = the rest.

SMILES	CCHF vOTU inh	BoNT F protease	UGM FP inh	FadD28 binding	Mtb FBA inh	PrPC TRFRET	GDH-TPI counter	Mtb BioA inh	BoNT A protease
COc1ccc(/C=C/C(=O)NC(=S)Nc2ccc(S(=O)(=O)Nc3ccc(OC)nn3)cc2)cc1	25.7	-10.3	-1.9	-8.1	0.0	5.3	39.0*	·	-1.7
O=S(=O)(Nc1ccon1)c1ccc(Br)s1	3.9	-0.3	0.4	-0.3	-1.1	0.4	1.4	0.0	-0.6
O=C(Nc1cc(S(=O)(=O)N2CCOCC2)ccc1Cl)c1cc2ccccc2o1	-9.4	-6.4	0.1	-2.9	0.8	3.4	-9.6	0.0	-0.3
O=C(O)c1ccccc1OCc1ccccc1Br	-9.0	-1.1	3.3	-5.6	0.2	-0.7	-0.3	·	-0.2
O=C(NCc1nc(-c2ccccc2)no1)c1ccc(Br)o1	2.5	1.8	2.0	-2.1	-4.6	-0.5	1.8	1.8	0.0
COC(=O)c1ccc([C@H](NC(=O)c2ccco2)[C@]2(C)C[C@H]2C2CCCCC2)cc1	12.3	4.4	-2.6	-2.5	-1.6	-2.5	-8.4	-1.1	0.1
COc1ccc(CSCC(=O)N/N=C/c2ccc(OCC(=O)N3CCCCC3)cc2)cc1	-14.3	26.5	1.5	-2.8	-2.3	-5.1	-7.5	0.2	3.0
COc1ccc(-n2c(CN3CCN(C)CC3)nc3ccc([N+](=O)[O-])cc3c2=O)c(OC)c1	2.9	-36.4	-1.1	0.1	1.8	-52.3	6.6	1.3	-2.3
O=C(Nc1ccncc1)Nc1ccncc1	-1.2	0.7	-0.6	-0.8	-1.7	4.8	5.5	·	-0.1
NC(=O)CSc1nnc(-c2ccc([N+](=O)[O-])cc2)o1	18.3	3.6	2.0	0.3	1.8	-40.8	13.0	·	0.1
CCOc1ccc(S(=O)(=O)N2CCC(C(=O)NCc3ccccn3)CC2)cc1Cl	-4.2	3.7	3.2	-2.0	4.4	-3.3	-1.5	4.8	0.5
COC(=O)c1ccc2c(=O)n(CC3CCCO3)c(SCC(=O)Nc3ccc(OC)cc3OC)nc2c1 (stereo not drawn)	18.6	-11.5	1.3	-3.4	-4.2	7.0	3.8	·	0.0
CN(Cc1ccccc1)S(=O)(=O)c1ccc(Cl)c(C(=O)N2CCC(C(N)=O)CC2)c1	6.1	-3.7	2.4	-1.3	0.9	4.9	7.7	5.0	-0.4
O=C(O)C1CC=CCC1C(=O)N1CCc2ccccc21 (stereo not drawn)	1.5	-14.3	5.0	-1.2	4.1	-3.8	-1.9	-6.8	0.0
NC1=NC(c2cccc(Cl)c2)N(CCc2ccc(F)cc2)C(N)=N1 (stereo not drawn)	8.6	-6.2	-1.7	·	1.9	5.3	4.3	-0.4	-1.5
c1csc(C2=NNC(=NC3CCCCC3)SC2)c1	-2.7	-7.0	-3.9	-0.6	4.2	6.8	9.5	-0.9	-0.4
O=[N+]([O-])c1cc(C(F)(F)F)ccc1NC1CCN(Cc2ccccc2)C1 (stereo not drawn)	23.4	-3.3	0.8	1.0	3.4	-3.5	0.0	5.1	-0.7
COc1ccc2nc(N3C(=O)CNC3=S)sc2c1	3.8	·	0.9	-1.9	0.7	2.8	64.1*	-0.3	·
[N-]=[N+]=CC(=O)CCCN1C(=O)c2ccccc2C1=O	-0.9	-5.6	-0.4	-1.9	-5.1	-0.8	-1.9	·	0.0
Cc1cc(C)cc(OCC(O)CN2CCN(Cc3ccc4c(c3)OCO4)CC2)c1 (stereo not drawn)	-10.4	-3.1	-0.5	-0.5	0.6	8.8	2.4	·	-0.2
CCN1C(=O)CC(N2CCN(c3ccc(C(=O)c4ccccc4)cc3)CC2)C1=O (stereo not drawn)	19.1	8.0	0.5	-2.3	1.7	-5.2	28.4	-0.1	-0.2
Cc1cc(C)c(NS(=O)(=O)c2ccc(NC(=O)CCC(=O)O)cc2)c(C)c1	13.5	9.7	-0.3	-3.1	2.0	-4.4	0.3	·	2.1
O=C(CCN1C(=O)C2C3C=CC(C4CC34)C2C1=O)Oc1cccc2cccnc12 (stereo not drawn)	10.4	-0.7	-2.2	-0.3	-3.2	0.5	13.0	0.5	-1.1
CC(C)Oc1ccc(C2CCC(=O)NC2=O)cc1 (stereo not drawn)	5.8	-2.6	-0.4	-2.5	0.7	-0.5	6.2	·	0.1
CCn1c(SCC(=O)NCC(=O)Nc2ccc(F)cc2)nnc1-c1cccs1	-9.3	-1.5	-1.5	0.5	1.5	-1.7	3.2	5.9	-0.5

Three compounds out of the list, arranged by length of the SMILES, rising.
SMILES	CCHF vOTU inh	BoNT F protease	UGM FP inh	FadD28 binding	Mtb FBA inh	PrPC TRFRET	GDH-TPI counter	Mtb BioA inh	BoNT A protease
O=C(NCc1nc(-c2ccccc2)no1)c1ccc(Br)o1	2.5	1.8	2.0	-2.1	-4.6	-0.5	1.8	1.8	0.0
O=[N+]([O-])c1cc(C(F)(F)F)ccc1NC1CCN(Cc2ccccc2)C1 (stereo not drawn)	23.4	-3.3	0.8	1.0	3.4	-3.5	0.0	5.1	-0.7
CCN1C(=O)CC(N2CCN(c3ccc(C(=O)c4ccccc4)cc3)CC2)C1=O (stereo not drawn)	19.1	8.0	0.5	-2.3	1.7	-5.2	28.4	-0.1	-0.2

Limited to UGM FP inh and CCHF vOTU inh, for some of the entries so far:
| structure | UGM FP inh | CCHF vOTU inh |
| --- | --- | --- |
| [N-]=[N+]=CC(=O)CCCN1C(=O)c2ccccc2C1=O | -0.4 | -0.9 |
| Cc1cc(C)cc(OCC(O)CN2CCN(Cc3ccc4c(c3)OCO4)CC2)c1 (stereo not drawn) | -0.5 | -10.4 |
| CCN1C(=O)CC(N2CCN(c3ccc(C(=O)c4ccccc4)cc3)CC2)C1=O (stereo not drawn) | 0.5 | 19.1 |
| Cc1cc(C)c(NS(=O)(=O)c2ccc(NC(=O)CCC(=O)O)cc2)c(C)c1 | -0.3 | 13.5 |
| O=C(CCN1C(=O)C2C3C=CC(C4CC34)C2C1=O)Oc1cccc2cccnc12 (stereo not drawn) | -2.2 | 10.4 |
| CC(C)Oc1ccc(C2CCC(=O)NC2=O)cc1 (stereo not drawn) | -0.4 | 5.8 |

Some of the entries so far, in markdown.
| SMILES | CCHF vOTU inh | BoNT F protease | UGM FP inh | FadD28 binding | Mtb FBA inh | PrPC TRFRET | GDH-TPI counter | Mtb BioA inh | BoNT A protease |
| --- | --- | --- | --- | --- | --- | --- | --- | --- | --- |
| Cc1cc(C)c(NS(=O)(=O)c2ccc(NC(=O)CCC(=O)O)cc2)c(C)c1 | 13.5 | 9.7 | -0.3 | -3.1 | 2.0 | -4.4 | 0.3 | · | 2.1 |
| COc1ccc(/C=C/C(=O)NC(=S)Nc2ccc(S(=O)(=O)Nc3ccc(OC)nn3)cc2)cc1 | 25.7 | -10.3 | -1.9 | -8.1 | 0.0 | 5.3 | 39.0* | · | -1.7 |

Next part:
SMILES	CCHF vOTU inh	BoNT F protease	UGM FP inh	FadD28 binding	Mtb FBA inh	PrPC TRFRET	GDH-TPI counter	Mtb BioA inh	BoNT A protease
COc1cc(/C=C2/C(=O)NN(c3cccc(Cl)c3)C2=O)cc(OC)c1O	7.1	·	-4.1	10.8*	-6.2	9.1	13.7	1.9	·
COc1ccccc1C(=O)Nc1ccc2c(c1)CC1(C(=O)N(C)C(=O)N(C)C1=O)C1CCCN21 (stereo not drawn)	-1.8	-10.8	-2.7	-0.5	3.4	-2.0	7.6	-1.7	0.6
Cc1cc(C(=O)COC(=O)CNS(=O)(=O)c2ccc3ccccc3c2)c(C)n1-c1ccccc1	4.6	-2.9	-4.1	-3.5	-2.0	3.7	1.1	·	-0.5
CC(=O)Nc1cccc(N2CCCC2=O)c1	-18.6	-7.8	1.0	0.6	-0.8	2.5	14.2	·	-5.7
CC(C)(C)c1ccc(C(=O)N/C(=C\c2cccc([N+](=O)[O-])c2)C(=O)Nc2cccc(C(=O)O)c2)cc1	23.4	6.1	1.7	2.5	0.8	-5.9	-1.9	0.8	0.7
Cc1cc(C(C#N)c2ccccc2F)n2ncnc2n1 (stereo not drawn)	1.3	-3.0	3.0	0.7	-2.6	2.1	15.8	-2.7	-0.1
Cc1n[nH]c(=O)nc1NC1CCCCC1	5.0	-15.6	-1.7	0.7	-0.8	-0.4	-0.5	-1.1	-0.3
COc1cccc(-c2ncc3ccccc3c2COC(=O)c2ccc(C(C)(C)C)cc2)c1	4.1	1.5	0.8	-1.7	-0.4	1.9	4.2	-1.6	-0.1
CNC(=S)N/N=C/c1cn(CCOc2ccc(OC)cc2)c2ccccc12	2.8	-14.8	-1.4	-3.0	4.9	6.5	22.9	·	-1.8
Cc1ccc(C)c(S(=O)(=O)N2CCCC2CNC(=O)C(=O)NC2CC2)c1 (stereo not drawn)	-6.2	8.3	3.3	0.6	-0.2	8.1	-1.4	-2.1	4.2
CCCc1nc(SCc2ccc(OCC)cc2)n[nH]1	-14.2	10.6	2.1	0.2	1.8	2.9	2.9	-0.1	2.2
Cc1ccc(-c2nnn(CC(=O)N(CC(=O)NCc3ccccc3)c3cccc(C)c3C)n2)o1	1.3	-3.6	-2.2	-2.3	-0.3	-0.8	7.9	-0.1	-0.3
Cc1noc(C)c1S(=O)(=O)NCCc1ccc(S(N)(=O)=O)cc1	23.6	-12.4	1.2	-0.1	2.7	-2.2	-8.2	-0.8	0.1
CCCC(=O)Nc1cccc(NC(=O)Cc2ccc(Cl)cc2)c1	5.4	-2.6	·	-2.4	-3.3	-0.7	3.1	0.2	-1.3
CCN(CC)c1ccc(NC(=O)COc2ccc(N(C)S(=O)(=O)c3cccs3)cc2)cc1	13.4	-4.9	-1.9	-2.0	0.2	3.6	0.0	-0.5	-0.1
Cc1cc(NC(=O)COC(=O)COc2ccc(Cl)cc2C)c([N+](=O)[O-])cc1C	4.1	2.5	-1.4	1.5	1.1	-12.3	13.7	·	0.2
Cc1ccccc1OCc1nc(-c2ccc(NC(=O)c3cccs3)cc2)no1	3.5	-1.0	-3.0	-5.3	-5.3	3.4	10.7	·	0.3
O=C(CN1C(=O)NC2(CCCC2)C1=O)NC(c1ccccc1)c1ccccc1	6.3	-3.5	-1.7	-4.3	-0.9	-1.6	-6.0	4.4	-0.5
CN(C)C1(CNC(=O)C2CCC(=O)N(Cc3ccc(Cl)cc3)C2)CCCCC1 (stereo not drawn)	-1.1	·	4.4	-3.4	-3.0	0.3	-2.6	-2.3	·
CC1=C(C(=O)OCc2ccccc2)C(c2cccc([N+](=O)[O-])c2)NC(=O)N1C (stereo not drawn)	-7.3	?	-1.4	-0.5	0.8	-6.2	8.4	11.5	-2.6
CN(CC(=O)Nc1ccc(Cl)c(C(F)(F)F)c1)C(=O)Cc1cccs1	1.7	-10.4	0.9	-5.8	-0.9	-1.9	1.4	2.7	-0.5
Cc1cc(C)cc(C(=O)N(NC(=O)Nc2ccc(Cl)cc2)C(C)(C)C)c1	-3.9	-13.1	0.0	0.4	-0.2	0.3	-3.2	-1.9	0.2
Cn1c(=O)oc2cc(S(=O)(=O)NCCC(=O)Nc3ccc4c(c3)OCCO4)ccc21	5.2	-3.8	0.5	-1.0	-0.1	-12.3	6.6	-1.1	0.8
CC(=O)Nc1ccc(SC(Sc2ccc(NC(C)=O)cc2)c2ccccc2)cc1	-2.1	1.8	·	-2.0	0.6	0.3	6.0	0.9	0.6
CN1/C(=C\C=[N+](C)c2ccccc2)C(C)(C)c2ccccc21	-15.1	-1.8	-1.8	-0.8	2.3	1.9	6.4	-0.3	-0.7
CCCCC[C@H](C)N1C[C@H](COCc2ccccc2)Oc2cc(N3CC[C@@H](N(C)C)C3)ccc2S1(=O)=O	36.7*	-12.5	·	·	·	11.9	·	·	-1.2
O=C(CCNS(=O)(=O)c1cccs1)Nc1nccs1	15.6	-3.1	4.8	-0.6	0.6	-6.3	6.1	0.2	0.1
Clc1ccc(SCCOCCN2CCCCCC2)cc1	-8.8	?	-0.2	0.8	3.9	1.3	4.1	0.5	-2.9
O=C1NC2=C(C(=O)CCC2)C(c2ccccc2)N1 (stereo not drawn)	12.4	-3.4	-3.2	-3.3	-0.1	1.2	-3.8	0.1	-1.3
O=C(NC1CCCCC1)C(c1ccco1)N(C(=O)C(F)(F)F)C1CC1 (stereo not drawn)	-4.7	12.5	0.0	0.1	-7.8	14.3	8.2	·	1.1
